Screening data (PubChem BioAssay)
NPR2 activator: GC-B (human) receptor activation; P20594; HEK293-GC-B cells, CNP EC30, cGMP TR-FRET; 0% at EC30 CNP, 100% saturating CNP; activation, % at 10 µM; 370,000 tested, 0.11% active; AID 1920062;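 active means activation at 10 µM reaching about 35% in either raw or pattern-adjusted values, limit read from the data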
HGIII-sPLA2 inh: Inhibits HGIII-sPLA2 liposome hydrolysis, primary screen; inhibition, % at 12.2 µM; 370,000 tested, 0.56% active; QFRET BODIPY PC-A2 liposome hydrolysis, fluorescence; AID 743126;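 active means inhibition above mean plus 3 SD of compounds lying within the high and low control bounds, cut at about 19% in these data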;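 further: 0% = median of test compound wells and 100% = no enzyme DMSO wells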
Target sequence (Q9NZ20 whole entry, looked up): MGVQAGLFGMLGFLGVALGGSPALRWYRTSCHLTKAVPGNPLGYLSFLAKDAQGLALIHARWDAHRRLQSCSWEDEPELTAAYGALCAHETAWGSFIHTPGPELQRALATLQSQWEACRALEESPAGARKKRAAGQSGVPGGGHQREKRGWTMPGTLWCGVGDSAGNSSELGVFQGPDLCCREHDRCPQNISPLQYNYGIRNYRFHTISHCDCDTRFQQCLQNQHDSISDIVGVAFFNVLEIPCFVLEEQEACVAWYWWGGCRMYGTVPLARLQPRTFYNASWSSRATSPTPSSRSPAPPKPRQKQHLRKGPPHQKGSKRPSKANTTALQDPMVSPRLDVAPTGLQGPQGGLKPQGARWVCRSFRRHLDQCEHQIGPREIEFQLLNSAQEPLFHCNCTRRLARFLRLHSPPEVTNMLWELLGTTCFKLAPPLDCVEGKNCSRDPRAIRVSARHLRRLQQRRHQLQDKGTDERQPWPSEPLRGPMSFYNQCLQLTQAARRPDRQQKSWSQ
NPR1 activator: GC-A (human) enzyme activation | P16066 | HEK293 GC-A cells, cGMP TR-FRET, EC30 ANP; 0% at EC30 ANP, 100% saturating ANP | activation, % at 10 µM | 370,000 tested, 0.14% active; in the data active means activation above about 40%
hcDAF12 agonist: activators of H. contortus DAF-12 nuclear receptor. HEK293 hcDAF-12 lit1-tk-luc reporter, luminescence; 0% DMSO, 100% Δ7-dafachronic acid. activation, % at 6.8 µM. 370,000 tested, 1.4% active. AID 652067;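 active means activation above the mean of all tested compounds plus 3 SD, cut at about 5.5% in these data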;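 further: 100% = response to 3 µM Δ7-dafachronic acid high control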
DAX1 inh-1: inhibitors of DAX1 repression of SF-1 activated StAR promoter. HEK293T StAR-luciferase reporter, SF-1/DAX-1 repression relief. inhibition, % at 6.8 µM. 370,000 tested, 1.1% active. AID 652010;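 active means inhibition above the mean over all tested compounds plus 3 SD, cut at about 3.6% in these data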;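 further: 0% = DAX-1 cells with DMSO and 100% = cells lacking DAX-1 with DMSO; higher inhibition means more luminescence from relief of DAX-1 repression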
ssDAF-12 act: S. stercoralis DAF-12 activation, primary screen | activation, % at 6.8 µM | 370,000 tested, 1% active | HEK293 ssDAF-12/GRIP1 lit1-tk-luc reporter, luminescence; % of 3 µM dafachronic acid response;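 active means activation above the mean over all tested compounds plus 3 SD, cut at about 0.9% in these data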;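 further: 0% = DMSO-only wells and 100% = 3 µM delta7-dafachronic acid wells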
GAA850 FXN act: increases GAA850 frataxin promoter reporter activity | HEK293 lucGAA850 FXN promoter luciferase reporter, 24 h; percent of 10 µM SAHA response | AID 540364 | 360,000 tested, 0.56% active | activation, % at 6 µM;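 active means activation above the average of all compounds screened plus 3 SD, cutoff fixed separately per campaign, cut at about 7.5% in these data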;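 further: 0% = DMSO wells and 100% = 10 µM SAHA wells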
DAX1 inh-2: NR0B1 (DAX1) inhibition | AID 504766 | P51843 | HEK293 Gal4-DAX1 luciferase reporter, luminescence | 340,000 tested, 0.99% active | inhibition, % at 6.75 µM;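 active means inhibition above the mean over all tested compounds plus 3 SD, cut at about 4.2% in these data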;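 further: 0% = DAX1-transfected cells with DMSO and 100% = empty-vector control cells with DMSO; inhibition shows as a rise in luminescence from relieved DAX1 repression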
Target sequence (P51843 207-470 limits assumed): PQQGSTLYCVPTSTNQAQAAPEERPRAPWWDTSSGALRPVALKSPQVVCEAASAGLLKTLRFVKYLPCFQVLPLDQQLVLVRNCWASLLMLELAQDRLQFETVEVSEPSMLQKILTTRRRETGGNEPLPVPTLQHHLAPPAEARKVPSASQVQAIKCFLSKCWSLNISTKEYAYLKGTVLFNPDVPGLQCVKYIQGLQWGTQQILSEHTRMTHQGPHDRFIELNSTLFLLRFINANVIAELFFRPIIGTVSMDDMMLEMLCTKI
SMARCA2 activ: SMARCA2 function activation, primary screen. activation, % at 9.1 µM. MG213 cells, MMTV-luciferase reporter, dexamethasone, overnight. AID 652017. 370,000 tested, 1% active; in the data active means activation above about 7.8%;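 further: 0% = vehicle wells and 100% = reference activator wells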
KLK7 zymogen act: proKLK7 (human) activation, primary screen; AID 652039; 370,000 tested, 0.9% active; activation, % at 7 µM; purified proKLK7, EDANS-DABCYL substrate fluorescence; 100% is mature enzyme control, 0% vehicle;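 active means activation above the mean of all tested compounds plus 3 SD, computed per campaign excluding outliers beyond control limits, cut at about 13% in these data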
Target sequence (P49862 whole entry, looked up): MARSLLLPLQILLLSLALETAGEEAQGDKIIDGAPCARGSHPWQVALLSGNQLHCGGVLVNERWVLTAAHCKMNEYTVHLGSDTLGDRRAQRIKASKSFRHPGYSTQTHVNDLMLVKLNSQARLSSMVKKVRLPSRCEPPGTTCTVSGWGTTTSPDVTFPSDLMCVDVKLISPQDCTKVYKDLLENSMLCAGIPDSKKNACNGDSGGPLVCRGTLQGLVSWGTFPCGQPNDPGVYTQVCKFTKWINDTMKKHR
hgDAF-12 ag: hgDAF-12 agonism, primary luciferase screen; HEK293 GAL4-hgDAF12 UAS-luciferase reporter, agonist luminescence; normalized to butyrate control; activation, % at 6.8 µM; 370,000 tested, 1.8% active; AID 687014;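 active means activation above a cutoff set at the mean of all screened compounds plus 3 SD, cut at about 10% in these data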;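 further: 0% = DMSO wells and 100% = sodium butyrate wells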
* hit, by the source's call; . = not tested or not shown.

Under each structure – NPR2 activator, HGIII-sPLA2 inh, NPR1 activator, hcDAF12 agonist, DAX1 inh-1, ssDAF-12 act, GAA850 FXN act, DAX1 inh-2, SMARCA2 activ, KLK7 zymogen act, hgDAF-12 ag
Cc1cc(NC(=O)CSc2nc3ccccc3c(=O)n2C2CCCC2)no1
 : -3, -2, 7, 0.2, -0.8, -1.4, 0.0, -0.3, 5, 0.3, -1.0
COc1ccc(NC(=O)N(C)C[C@H]2Oc3c(NC(=O)c4nc5ccccc5s4)cccc3C(=O)N([C@@H](C)CO)C[C@H]2C)cc1
 : 3, -32, -2, -1.7, -0.6, -1.2, -6.4, 1.3, -2, 2.1, -3.7
COc1ccc(-c2cc(=O)oc3c(C)c(OC(=O)c4cccs4)ccc23)cc1
 : 6, -1, -5, -0.2, 0.2, -0.8, 1.8, -0.2, -1, 0.2, 1.9
Cc1ccccc1NC(=O)CSc1nnc(C)c(=O)[nH]1
 : 2, 0, -1, -0.1, -1.0, -1.0, 1.5, 0.8, -2, 0.0, 5.2
Cc1ccc(NS(=O)(=O)c2ccc(NC(=O)c3ccccc3C(=O)O)cc2)c(C)c1
 : 5, -3, 3, -1.6, -0.2, -1.5, 0.9, 1.2, -2, 0.3, -0.2
CCCCCC(=O)Nc1ccc(N2CCOCC2)c(S(=O)(=O)Nc2ccc(OC)cc2)c1
 : -6, -15, -2, 0.4, -1.4, -1.3, 0.1, -1.2, -1, 1.1, -0.3
CC1=NNC(=O)C1C(c1ccc(Cl)cc1)C(C#N)C#N (stereo not given)
 : 4, -4, 4, 0.6, 0.3, -1.7, 0.7, ., -2, 0.9, -0.6
COc1ccc(/C=C2\Sc3ccc(C(=O)N4CCOCC4)cc3N(C)C2=O)cc1
 : 3, -2, 3, -1.1, -0.2, -1.4, -0.4, -1.4, -2, -24, -0.2
Cc1cc(NC(=O)c2cc(-c3cccs3)on2)nn1Cc1ccc(Cl)cc1
 : -2, -2, 0, -2.2, -0.8, -1.6, -2.4, -0.8, -2, 0.0, -0.8
COc1ccc2cc(CN(CC3CCCO3)S(=O)(=O)c3ccccc3Cl)c(=O)[nH]c2c1 (stereo not given)
 : -2, -9, -2, 0.2, 0.3, -1.4, 0.7, -0.2, -1, 0.4, -1.3
C=C1CCN(C(Cc2ccccc2)C(=O)OC)S(=O)(=O)c2ccc(F)cc21 (stereo not given)
 : -11, 9, -2, 0.6, -0.3, -1.1, 3.0, 0.2, -1, 0.0, -0.4
CCOC(=O)N/N=C/c1ccc(N(CC)CC)cc1O
 : -4, 8, -4, -0.5, -2.0, -0.7, 1.2, -0.9, 1, -3.1, 6.1
COc1cccc(C(=O)OCC(=O)NCC2CCCO2)c1 (stereo not given)
 : 0, 9, 2, -1.1, 0.0, -1.2, -2.1, 0.4, 3, -0.6, -4.3
O=C1CCC2(CCC(c3ccccc3)CC2)N1CCCO (stereo not given)
 : 3, 3, 6, -2.0, -0.5, -1.3, ., ., -4, 0.0, 1.8
O=C(COc1ccc(/C=N/NC(=O)c2ccc(O)cc2)cc1)Nc1cccc([N+](=O)[O-])c1
 : 2, 0, -7, -0.1, -0.4, -0.6, 2.8, 2.2, -1, 0.4, -0.5
O=C(c1ccc(O)cc1)c1ccc(O)cc1O
 : 1, -3, -1, -0.5, -0.2, -0.8, -0.1, -0.8, 3, 0.6, 5.2
COc1ccccc1-c1noc2ncnc(Nc3ccccc3C)c12
 : -6, -2, -2, -2.8, -0.4, -1.3, 1.3, 1.1, 0, 1.2, -1.1
Cc1ccc(S(=O)(=O)N2CCN(C(=O)c3ccccn3)CC2)c(C)c1
 : 2, -3, -4, -0.1, 0.5, -1.1, 2.0, -0.6, 1, 0.1, 1.2
Cc1cccc(Cn2c(SCCO)nc3c2c(=O)n(C)c(=O)n3C)c1
 : 5, -2, 3, -2.1, 0.4, -1.3, 0.6, -0.7, 0, -0.1, 0.5
COc1ccccc1NC(=O)c1ccc(Cl)c(S(=O)(=O)N2CCCCC2)c1
 : -1, -18, -3, -3.1, -3.7, -2.0, -0.6, -0.7, -1, 0.6, -5.1
CCN1CCN(S(=O)(=O)c2c[nH]c(C(=O)OC)c2)CC1
 : 5, 15, 1, -0.3, -0.1, -1.1, 0.7, 0.1, 0, 0.7, -1.7
CCN(CC1CCCN(CCc2cccc(OC)c2)C1)C(=O)c1ccoc1 (stereo not given)
 : -10, -1, -2, 0.5, -0.4, 0.1, -0.8, -0.3, 0, 0.0, 3.6
COc1ccccc1CNC(=O)COC(=O)C1CCN(S(=O)(=O)c2c(Cl)cccc2Cl)CC1
 : -4, -16, 0, 0.4, 1.2, -1.6, -1.2, -0.5, -3, 1.1, 0.4
Cn1c(N)c(C(=O)COC(=O)c2ccc([N+](=O)[O-])o2)c(=O)n(C)c1=O
 : -1, 18, 7, -1.3, -0.8, -1.2, -2.0, -0.5, 3, -0.4, -1.4
O=C1NC(=O)C(Cc2ccc(O)cc2)N1 (stereo not given)
 : -9, 7, 1, 1.7, 0.5, -1.5, -1.9, 3.2, -3, -0.1, 0.9
CCOC(=O)C1=C(O)C(=O)NC(c2ccccc2)=C(OC2CCCCC2)C1
 : -1, 0, 3, 2.5, -0.1, 0.1, -0.5, 2.0, -3, -0.3, 1.9
CCN(CC)C(=O)C1=C(C)N(CCCN2CCCC2=O)C(=O)C(CC(=O)NCCCCc2ccccc2)C1 (stereo not given)
 : -3, 1, 3, -0.9, 0.4, -1.3, 0.0, -0.7, -5, 0.2, 0.3
Cc1cc(OCC(=O)Nc2cc(S(=O)(=O)N3CCOCC3)ccc2N2CCCC2)ccc1C(C)C
 : 8, 5, -1, -1.1, 0.4, -1.1, 2.8, -1.0, 1, 0.2, -0.1
COc1ccc(O)c(-c2cc(C(F)(F)C(F)F)nc(-c3ccccc3)n2)c1
 : 6, -2, -3, 2.3, -0.6, -1.4, -2.1, -0.7, 2, -0.3, 2.2
COc1cccc(-n2cnc3sc(C)cc3c2=O)c1
 : 2, 3, 2, 0.7, 0.8, -1.2, 2.0, -0.7, 1, -0.1, -0.2
CSc1cccc(NC(=S)Nc2ccc(F)cc2)c1
 : -6, 8, 11, -0.6, 0.2, -0.6, 3.2, 1.1, -2, -0.4, 0.6
CCC(C)(C)c1ccc(Oc2ccc(N)cc2)cc1
 : 0, 6, -7, -9.1, -3.9, -3.9, -16, -3.4, -11, -0.7, -20
Cc1csc(C(=O)O)c1-n1cccc1
 : -1, 3, 2, 2.2, -0.6, -0.6, 0.7, -0.3, 0, 0.3, 1.8
COc1ccc(-c2cc(C(=O)Nc3c(C)nn(Cc4ccccc4Cl)c3C)no2)cc1OC
 : 2, -3, 9, -2.3, -0.6, -1.5, 0.2, -1.4, 0, -0.4, 0.1
Cc1ccc(-c2nn(-c3ccccc3)cc2C(=O)N2CCOCC2)cc1C
 : 3, -8, 2, -0.7, 0.1, -0.9, 1.5, -0.3, -4, -0.5, -1.6
Cc1onc(-c2ccccc2Cl)c1C(=O)Nc1ccccc1C(N)=O
 : 4, -2, 2, -1.8, -0.9, -1.4, -1.6, -0.8, 0, -0.4, -1.3
COc1ccc(-c2c[n+]3c(n2-c2c(C)n(C)n(-c4ccccc4)c2=O)CCCCC3)cc1
 : 2, 6, 7, -0.3, -0.2, -1.3, 0.8, 0.1, -6, 0.2, -0.2
O=C(c1ccc(Cl)cc1)N1CCN(C(=O)c2ccco2)CC1
 : -2, -2, -1, -0.1, 1.1, -0.3, -1.2, -1.1, 0, -0.3, -1.5
NC(=O)C1CCCN(C(=S)Nc2cccc3ccccc23)C1 (stereo not given)
 : 6, 18, 6, 7.7*, 0.6, 0.1, 0.1, 0.7, -2, -9.8, 2.2
COc1cc(CCCN2C(=S)NC[C@@H]2c2ccccc2)cc(OC)c1OC
 : -4, -4, -3, -1.4, 0.3, -1.2, -5.1, -0.2, -2, 0.9, -1.0
O=C1c2ccccc2C(=O)N1CCc1csc(-c2ccc(F)cc2)n1
 : -1, -1, -1, -2.5, -0.1, -1.4, -1.0, -0.3, 3, 0.1, -0.8
Cn1nccc1C(=O)Nc1ccn(C23CC4CC(CC(C4)C2)C3)n1
 : 10, 2, 1, -1.7, -1.6, -1.8, 4.2, -2.3, 1, 0.4, 0.1
CCCCn1c(SCC(=O)NC2CC(C)(C)NC(C)(C)C2)nc2cc(S(N)(=O)=O)ccc21
 : 5, -2, 4, -1.5, -0.3, -1.4, 4.2, 0.4, 1, 0.0, -1.0
O=CNc1cc(-c2cccc(F)c2)cn2c(-c3ccc(F)cc3)cnc12
 : -1, -3, -9, 0.5, 0.6, -0.5, -0.2, ., 1, -3.9, -0.6
c1ccc(C(c2nnnn2Cc2ccco2)N2CCN(C3CCCC3)CC2)cc1 (stereo not given)
 : -4, 7, -2, -1.0, 1.3, -0.3, -1.0, 1.5, -2, 0.9, 0.2
Cc1ccc(/C=C2\CCn3c2nc2cc(C(=O)O)ccc2c3=O)c(C)c1
 : 7, 3, 11, 1.7, -0.5, -1.2, 0.7, -1.1, -2, -1.3, 0.0
CCOc1ccc(NC(=O)CN(C)C(=O)c2ccccc2-n2cnnn2)cc1OCC
 : 11, 6, 0, 1.0, 0.4, 0.2, 1.9, -0.7, 0, 0.2, -0.4
O=C(C[C@H]1C/C=C\CC[C@@H](Cc2ccc(F)cc2)C(=O)OC[C@H]2CCCN2C1=O)NCCO
 : 5, 4, 2, 0.4, 0.2, -1.5, -1.7, 0.4, 1, 0.0, 1.1
CN(c1ccccc1)S(=O)(=O)c1ccc(NC(=O)c2ccccc2C(=O)O)cc1
 : 4, 6, -1, 0.1, -0.4, -0.9, 1.9, 0.3, 1, 0.1, 0.0
COc1ccc(N(CC(=O)NCc2ccco2)S(C)(=O)=O)cc1OC
 : 7, 12, -1, -0.2, -0.2, -0.8, -0.6, 0.5, 7, 0.0, 3.1
CCOc1ccc(N(CC(=O)N2CCc3ccccc32)S(=O)(=O)c2c(C)noc2C)cc1
 : -13, 11, -2, 0.3, 1.4, -1.7, -4.9, 2.4, -2, 0.3, 2.9
C#CCN1CC(COCCCC)Oc2cccc(Oc3ccc(C(C)(C)C)c(C)c3)c2S1(=O)=O (stereo not given)
 : -6, -4, -5, -1.7, 0.4, -0.6, ., ., 0, 0.1, -0.5
O=C(NCCc1nc(-c2ccccc2Cl)no1)C1CCCCC1
 : 3, -7, 0, -1.5, 0.2, -0.9, -1.0, 0.7, 1, 0.3, -1.6
O=C(NCC(F)(F)F)Nc1cccnc1
 : 5, 4, 0, 0.2, -0.2, -0.5, 1.6, 1.2, -1, 0.2, 1.6
CC1(C)CC(=O)C2=C(C1)NC(=O)CC2
 : 3, 6, 2, -1.0, -0.9, -1.7, ., ., -1, -0.3, 0.5
CCOC(=O)c1cn2nc(Oc3ccccc3)ccc2n1
 : 0, 7, -5, 1.9, 1.2, -1.2, 2.4, ., 6, 0.1, 8.0
COC(=O)c1ccc2nc(-c3cccc(Br)c3)c(Cc3ccccc3)n2c1
 : 27, 7, 17, -0.1, 0.2, -0.9, ., ., 0, -1.0, 2.0
COc1ccc(/C=C/C(=O)NC(=S)N2CCN(C)CC2)cc1
 : -2, 6, 2, -0.9, -0.4, -0.1, 0.5, -0.9, 1, -0.3, 0.7
Nc1cc(=O)[nH]c(SCC(=O)Nc2cc(S(=O)(=O)N3CCCCCC3)ccc2Cl)n1
 : 4, 9, -6, -0.7, -0.5, -1.1, 0.5, -0.2, -5, -0.7, 0.1
